Source: PubChem BioAssay (several laboratories)
IDE cell activ: activators of human insulin-degrading enzyme in cells | HEK cells, FAbeta-B cleavage, fluorescence polarization; 0% vehicle, 100% cell-free pure enzyme wells | P14735 | actives 0.073% (n = 340,000) | activation, % at 5.96 µM;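 active = activation above the mean of all tested compounds plus 3 SD, set per screening campaign, cut at about 17% in these data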
PHOSPHO1 block: inhibitors of human PHOSPHO1 phosphatase; Q8TCT1; recombinant PHOSPHO1, absorbance phosphatase assay; inhibition, % at 13.3 µM; actives 1.1% (n = 290,000); AID 1565; in the data active = inhibition above about 60%
GalR3 antagonist: human GalR3 antagonism; HEK293 GalR3-CNG cAMP membrane potential fluorescence; galR3 body fused to GalR1 C-terminus; inhibition, % at 3 µM; actives 0.44% (n = 360,000); AID 651719;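 active = inhibition above the screen-wide average plus 3 SD, cut at about 13% in these data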;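 also: forskolin and galanin both at EC90 stimulate the cells; cAMP rise reported by CNG channel membrane potential dye signal; 0% = forskolin plus galanin with DMSO and 100% = forskolin alone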
CRFR2-BP antag: antagonists of CRF-binding protein/CRF-R2 receptor complex; AID 588475; inhibition, % at 11.8 µM; actives 0.59% (n = 350,000); HEK293 CRF-R2/CRF-BP, CRF-induced calcium fluorescence;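 active = inhibition of the ligand-induced calcium signal above about 50% at the single tested concentration, limit read from the data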
M4 PAM: potentiates acetylcholine response at human M4 receptor. P08173. CHO-K1 hM4/Gqi5, Fluo-8 calcium fluorescence, ACh EC20; 0% = ACh EC20, 100% = maximal ACh. activation, % at 3 µM. actives 0.4% (n = 360,000). AID 624126;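 active = activation above its plate's cutoff, the mean activation of sample wells plus 3 SD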; also: some results filed as inactive read as strong as hits
Target sequence (P08173 whole entry, looked up): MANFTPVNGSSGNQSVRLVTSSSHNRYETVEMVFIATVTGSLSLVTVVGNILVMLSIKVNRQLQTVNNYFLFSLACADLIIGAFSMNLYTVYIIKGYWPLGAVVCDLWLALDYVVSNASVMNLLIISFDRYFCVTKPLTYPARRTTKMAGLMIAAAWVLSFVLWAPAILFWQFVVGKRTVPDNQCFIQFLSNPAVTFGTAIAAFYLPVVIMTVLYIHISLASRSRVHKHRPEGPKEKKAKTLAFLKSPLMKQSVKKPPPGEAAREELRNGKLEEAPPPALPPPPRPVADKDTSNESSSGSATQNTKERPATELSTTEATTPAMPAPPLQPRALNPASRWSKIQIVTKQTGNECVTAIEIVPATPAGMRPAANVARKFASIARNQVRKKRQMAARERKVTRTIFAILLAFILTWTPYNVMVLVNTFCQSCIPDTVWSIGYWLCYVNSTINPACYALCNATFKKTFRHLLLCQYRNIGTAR
MEKK3 PB1 HTS: modulators (inhibitors or enhancers) of MEK5 binding to human MEKK3 PB1 domain; bead-based flow cytometry, Alexa488-MEK5 binding to MEKK3; actives lie on both sides; 0 = blocked by unlabeled MEK5, 100 = vehicle; binding response (% of control), % at 10 µM; actives 1.4% (n = 290,000); AID 1529;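 active = binding response more than 3 SD above or below the average of its plate-row segment, actives on both sides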;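 also: Alexa488 bead fluorescence after subtracting the streptavidin-only scavenger bead signal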
Target sequence (Q99759 whole entry, looked up, the tested form may be a part): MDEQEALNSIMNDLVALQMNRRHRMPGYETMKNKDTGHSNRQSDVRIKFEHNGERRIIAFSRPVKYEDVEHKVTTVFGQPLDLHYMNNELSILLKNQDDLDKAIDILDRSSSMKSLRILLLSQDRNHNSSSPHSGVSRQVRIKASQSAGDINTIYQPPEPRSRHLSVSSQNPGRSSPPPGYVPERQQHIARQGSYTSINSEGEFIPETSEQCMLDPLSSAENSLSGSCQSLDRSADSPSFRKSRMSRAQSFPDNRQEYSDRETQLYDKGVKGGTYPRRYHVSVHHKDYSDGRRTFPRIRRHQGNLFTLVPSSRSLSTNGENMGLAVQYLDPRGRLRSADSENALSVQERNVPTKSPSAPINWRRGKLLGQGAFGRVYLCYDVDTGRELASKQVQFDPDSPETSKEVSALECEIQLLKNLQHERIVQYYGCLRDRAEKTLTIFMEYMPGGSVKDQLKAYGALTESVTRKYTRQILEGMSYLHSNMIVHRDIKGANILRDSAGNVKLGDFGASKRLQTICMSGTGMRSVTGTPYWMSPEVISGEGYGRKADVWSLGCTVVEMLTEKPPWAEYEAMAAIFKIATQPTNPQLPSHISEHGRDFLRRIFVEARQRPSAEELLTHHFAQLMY
IDE inh: inhibitors of human insulin-degrading enzyme in cells. P14735. HEK cells, FAbetaB cleavage, fluorescence polarization. inhibition, % at 5.59 µM. actives 0.41% (n = 320,000). AID 434962;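 active = percent inhibition above the average of all tested compounds plus 3 SD, set per screening campaign, cut at about 16% in these data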;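 also: IDE supplied by intact live HEK cells; FP after avidin binding of uncleaved biotin substrate so inhibition keeps polarization high; 0% = DMSO wells and 100% = 60 µM reference IDE inhibitor Ii1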
CRFR2-BP ag: CRF-BP/CRF-R2 complex agonism | HEK293 CRF-R2/CRF-BP, calcium dye fluorescence (FLIPR); percent of saturating CRF peptide response | activation, % at 13.2 µM | AID 588473 | actives 0.46% (n = 350,000);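 active = activation of at least 50%, plus an integration ratio under a set limit after plate pattern correction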;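 also: plate controls were neutral control wells without compound for no effect and CRF at EC100 for full effect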
pCIP destab: lowers stability of the mouse p/CIP coactivator protein | F442A p/CIP-EGFP cells, EGFP fluorescence, 16 h | actives 0.01% (n = 290,000) | decrease of EGFP signal, % at 10 µM;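 active = EGFP signal decrease of at least 30% at 10 µM or well 3 SD below plate mean, unless failing retest; inactive = the rest, including hits failing retest or dose response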; also: some compounds called inactive have numbers as strong as hits; many of its hits are not listed in these tables
Active calls of the source: *; · = no result given.

cpd	SMILES	IDE cell activ	PHOSPHO1 block	GalR3 antagonist	CRFR2-BP antag	M4 PAM	MEKK3 PB1 HTS	IDE inh	CRFR2-BP ag	pCIP destab
1	Fc1ccc(CNc2ccc(CNc3ncn[nH]3)cc2)cc1	-2	-28	-4	-27	10	101	·	-3.0	-6
2	O=C(c1ccccc1)[C@@H]1[C@@H]2C(=O)N(c3ccc(F)cc3)C(=O)[C@@H]2C2CCCN21 (stereo partly specified)	-7	-136	-1	-41	-3	92	1	12	-12
3	COc1ccccc1OCc1cc(C(=O)N2CC3C[C@@H]4CC2C[C@H](C3)C4)no1	2	18	3	-1	-5	103	6	-0.7	-5
4	O=C(Nc1cc2c(oc1=O)CCCC2=O)c1ccc(Cl)cc1	2	30	-6	5	-1	106	1	0.4	-3
5	Cn1ccnc1SCC(=O)Nc1nc2ccccc2s1	-4	39	-6	-6	-5	64	3	2.1	3
6	O=C(COc1ccc2ccccc2c1Br)Nn1cnnc1	12	21	3	16	14	83	-2	-5.0	8
7	CC1=[N+](C)c2ccc3ccccc3c2C1(C)C	-1	9	-7	19	-7	89	4	-0.1	-5
8	CCOc1ccc2nc(NC(=O)c3cccc(-c4cc5ccccc5oc4=O)c3)sc2c1	-3	-7	-5	-8	-8	100	1	2.0	-1
9	C[C@@H]1CN([C@H](C)CO)C(=O)CCCn2nncc2CO[C@@H]1CN(C)S(=O)(=O)c1ccccc1F	·	·	-5	35	4	·	·	-1.3	·
10	COc1nc(OCCNC(=O)Nc2ccccc2)nc(N(C)C)n1	3	3	2	-13	-1	99	2	-5.3	-2
11	COc1ccccc1-c1nc(C#N)c(N2CCN(C(c3ccccc3)c3ccccc3)CC2)o1	0	-16	0	6	12	102	0	-0.1	-12
12	CC(=C/C(=O)O)/C=C/c1ccco1	2	7	-1	-5	-2	94	5	0.4	1
13	CC(=O)N1CCc2cc(Br)cc(S(=O)(=O)NCc3ccc(Cl)cc3)c21	1	28	-8	14	-1	102	2	0.6	3
14	CCCSc1nsc(N)n1	8	18	-6	-10	6	99	-1	4.2	-13
15	O=C(c1ccsc1)N1CCCC(N2CCN(c3ccccc3F)CC2)C1 (stereo unspecified)	0	28	-4	-6	-3	95	1	-0.6	-1
16	CC(=O)C[C@@H](O)CC(=O)[C@H]1OC(=O)CCCCCCc2ccccc21	6	·	-2	8	6	·	7	32	·
17	Cc1cc(Cc2ccc([N+](=O)[O-])cc2)c(C)cn1	10	8	-7	19	-4	98	-1	-0.7	2
18	COc1cc(Cl)c(C)cc1NC(=O)CSc1nnc(-c2ccco2)n1CC(C)C	1	19	-7	31	15	93	-8	-0.6	-7
19	COc1cc(CNC2CCCCCCC2)cc(Cl)c1OC	-4	19	-12	-27	-3	109	-3	4.9	-10
20	COc1ccc(N(CC(=O)NCCSc2ccccn2)S(=O)(=O)c2ccc(C)cc2)cc1OC	3	-36	-1	55*	-2	104	3	-0.8	-9
21	COc1ccc(Nc2nc(N)nc(CSc3n[nH]c(-c4ccccc4)n3)n2)cc1	3	34	-5	-35	-3	89	3	-3.4	-5
22	CC(C)(C)S(=O)(=O)c1cnc(-c2ccc(Cl)cc2)nc1N	-1	-6	0	4	-7	90	4	3.8	-1
23	COc1ccc(/C=N/Nc2cc(N(C)C)nc(N(C)C)n2)cc1	-3	-15	-4	-10	10	98	-2	-2.7	-2
24	Cc1c(Cl)cccc1NC(=S)NCCC(c1ccccc1)c1ccccc1	4	10	-6	2	-12	107	-4	1.3	-12
25	O=C(COC(=O)/C=C/c1cc(Br)ccc1F)Nc1ccc2[nH]c(=O)[nH]c2c1	10	·	-6	20	2	·	-6	0.4	·
26	Cc1cc(NC(=O)c2ccc(F)cc2)n(-c2ccccc2)n1	1	42	-9	11	2	91	3	-0.9	-5
27	CCc1ccccc1NC(=O)CNC(=O)c1ccc(S(=O)(=O)NCc2ccco2)cc1	·	·	2	-9	2	·	·	-0.6	·
28	CCOC(=O)C1(C)NC(c2ccco2)C2C(=O)N(c3ccc(C)cc3)C(=O)C21 (stereo unspecified)	12	-4	-2	7	3	108	-1	-0.1	-1
29	CCCCn1c(-c2csc3c2CCCC3)n[nH]c1=S	·	100*	1	6	·	101	-4	1.1	-13
30	Cc1[nH]n(-c2ccccc2)c(=O)c1C=NCc1ccncc1	6	15	-1	8	17	103	-5	0.7	-12

Sorted by heavy-atom count (ascending): 3 of the compounds above.
cpd	SMILES	IDE cell activ	PHOSPHO1 block	GalR3 antagonist	CRFR2-BP antag	M4 PAM	MEKK3 PB1 HTS	IDE inh	CRFR2-BP ag	pCIP destab
30	Cc1[nH]n(-c2ccccc2)c(=O)c1C=NCc1ccncc1	6	15	-1	8	17	103	-5	0.7	-12
8	CCOc1ccc2nc(NC(=O)c3cccc(-c4cc5ccccc5oc4=O)c3)sc2c1	-3	-7	-5	-8	-8	100	1	2.0	-1
9	C[C@@H]1CN([C@H](C)CO)C(=O)CCCn2nncc2CO[C@@H]1CN(C)S(=O)(=O)c1ccccc1F	·	·	-5	35	4	·	·	-1.3	·

Carrying on.
cpd	SMILES	IDE cell activ	PHOSPHO1 block	GalR3 antagonist	CRFR2-BP antag	M4 PAM	MEKK3 PB1 HTS	IDE inh	CRFR2-BP ag	pCIP destab
31	COc1cccc(C(=O)Nc2ccc(C(=O)O)cc2)c1	5	23	-2	9	6	102	-1	-1.0	10
32	CC1CCC(NC(=O)CCCCn2c(=O)[nH]c3ccsc3c2=O)CC1 (stereo unspecified)	5	26	-7	-1	-5	102	4	-0.2	-14
33	COc1ccc(CCNC(=O)CN2C(=O)c3ccccc3S2(=O)=O)cc1	3	8	4	11	4	104	-4	-0.7	-8
34	Cc1cc(=O)oc2cc(OCC(=O)NCCc3nc4ccccc4[nH]3)ccc12	6	24	-10	-17	8	89	-3	0.3	1
35	COCCn1c(NCc2ccc(C)cc2)nc2c1c(=O)[nH]c(=O)n2C	3	-13	8	0	10	87	-1	-2.1	-9
36	CCC(C)(C)NC(=O)CN(Cc1ccccc1Cl)C(=O)CCC(=O)Nc1cc(C)ccn1	7	-3	-5	-13	-8	103	0	0.1	-17
37	COc1cccc(NC(=S)NCc2ccc(F)cc2)c1	5	·	-6	-3	-5	98	0	-1.4	4
38	CC1CCCN(C(=O)Cn2nnc(-c3ccc(S(C)(=O)=O)cc3)n2)C1 (stereo unspecified)	8	14	-2	15	-1	103	0	0.1	0
39	O=C(NCc1ccncc1)C1CCN(S(=O)(=O)c2cc(Cl)ccc2Cl)CC1	2	23	-10	-18	-3	101	0	0.3	-1
40	CCOC(=O)c1c(NC(=O)Cn2nnc(-c3ccc(Cl)cc3)n2)sc(CC)c1C	10	14	-4	-10	8	106	0	0.1	-2
41	Cc1nn(C)c(C)c1/C=C(\C#N)S(=O)(=O)c1ccc(F)cc1	·	·	-4	-14	-1	·	·	-0.1	·
42	CN(C(=O)COc1cc(=O)n(C)c2ccccc12)c1ccc(Cl)cc1	-2	9	0	0	0	98	3	-1.3	-6
43	CN(C)CCCNCCCNC(=O)/C=N/O	4	5	-1	3	-8	89	1	-0.1	-4
44	COc1ccc(NC(=S)N(CCO)Cc2cc3c(C)cc(C)cc3[nH]c2=O)cc1	8	24	-3	-6	17	124	3	-4.3	8
45	CCOc1ccc2nc(COC(=O)c3cccs3)c(C(=O)c3ccccc3)[n+]([O-])c2c1	0	-18	-4	2	9	131	-1	4.3	3
46	CCOC(=O)c1ccccc1-n1nnnc1C	5	36	7	9	14	97	-6	-1.9	-1
47	COc1ccc(NC(=S)N(Cc2cccc(Br)c2)CC2CCC(C(=O)O)CC2)cc1 (stereo unspecified)	4	-28	-4	0	5	103	16	-1.3	10
48	Cc1ccnc(NC(=O)COC(=O)C2COc3ccccc3O2)n1 (stereo unspecified)	2	14	4	1	-6	100	-2	1.9	1
49	O=C(CN1C(=O)COc2ccc(Cl)cc21)N1CCOCC1	-2	34	0	6	5	102	-4	1.1	4
50	O=C(NCCc1ccccc1)c1cccc(S(=O)(=O)NCc2ccccc2)c1	5	·	-6	-10	0	·	-2	-0.3	·
51	Cc1cc(NC(=O)C2CC(c3ccc(Cl)cc3)=NO2)no1 (stereo unspecified)	-1	14	-1	5	-1	105	-2	-1.8	-2
52	COc1ccc(NC(=O)CSc2ccc3c(c2)OCCO3)cc1OC	3	14	-3	-1	9	101	-1	-1.8	5
53	CC(N=C1NS(=O)(=O)c2ccccc21)C(=O)NCCCc1ccccc1 (stereo unspecified)	1	13	-1	7	2	·	1	0.6	-12
54	COc1ccccc1C(=O)Nc1ccc2c(c1)nc1n2CCN(C2CCCCC2)C1	-2	6	-8	-2	2	92	-5	-0.7	-8
55	O=C(O)C(Cc1ccccc1)N1C(=O)c2ccccc2C1=O (stereo unspecified)	5	7	-3	2	4	102	0	0.0	-4
56	O=S1(=O)C=C(SCc2ccc(F)cc2)Nc2ccccc21	2	25	-4	0	10	100	5	1.0	-8
57	c1cnc2c(C3NCCc4c3[nH]c3ccccc43)cccc2c1 (stereo unspecified)	8	44	·	2	-14	105	0	-0.6	0
58	CCOC(=O)/C(C#N)=C\c1cccnc1	-7	35	-1	0	-6	110	0	1.0	2
59	Nc1ccccc1SC/C=C/CSc1ccccc1N	5	10	-10	-10	-4	101	3	-1.0	1
60	O=C(CCN1CCN(CC(=O)Nc2ccccc2F)CC1)Nc1ccccc1F	6	-8	2	12	-2	98	3	-0.2	-6

Remaining list, next part.
cpd	SMILES	IDE cell activ	PHOSPHO1 block	GalR3 antagonist	CRFR2-BP antag	M4 PAM	MEKK3 PB1 HTS	IDE inh	CRFR2-BP ag	pCIP destab
61	CC1CCCCC1n1c(-c2cccnc2)n[nH]c1=S (stereo unspecified)	-7	-96	-2	18	7	110	2	-0.8	5
62	Cc1scc(C(=O)N2CCN(S(C)(=O)=O)CC2)c1-c1ccccc1	-1	-14	-1	-6	4	103	-7	1.3	-4
63	CN(C)S(=O)(=O)c1ccc(Cl)c(NC(=O)CN2CCN(c3ccccn3)CC2)c1	0	36	-8	0	-3	98	·	0.6	-2
64	CC1CCCCC1NC(=O)CCn1c(=O)sc2ccccc21 (stereo unspecified)	2	5	8	11	0	98	6	-1.7	-9
65	O=C1CC(/C=C/c2ccc([N+](=O)[O-])cc2)=Nc2ccccc2N1	-1	-1	6	6	3	101	2	2.6	-5
66	CCN(CC)c1ccc(NC(=O)COC(=O)/C=C/c2nc3ccccc3s2)cc1	5	1	-8	-4	8	107	1	-0.1	-25
67	COc1ccc(/C=N/OCC(=O)Nc2cc(C)on2)cc1OC	0	-4	6	-11	-1	96	2	0.3	-6
68	O=C(CC1S/C(=N/N=C/c2ccco2)NC1=O)Nc1ccccc1 (stereo unspecified)	0	-3	4	-8	-4	102	1	4.3	-4
69	O=C(Nc1ccc(O)c2c(=O)cc(-c3ccccc3Cl)oc12)c1ccc(Cl)c(Cl)c1	1	13	-4	0	-3	90	-2	4.6	-2
70	O=C(c1cc2cc(Cl)ccc2[nH]1)N1CCN(c2ccccn2)CC1	1	-13	-2	-16	-1	111	0	2.0	-2
71	N#CCC(=O)Nc1ccc(C(=O)OCC(=O)C23CC4CC(CC(C4)C2)C3)cc1	5	·	-5	-18	4	·	-2	0.3	·
72	COc1cccc(C(=O)Nc2cccc(OCC(=O)O)c2)c1	4	7	·	5	12	95	0	-0.1	-6
73	Cc1cccc(NC(=O)COC(=O)CNC(=O)C2CCCCC2)c1	2	11	-3	-7	-5	96	2	-0.8	-13
74	COc1ccc(CCNC(=O)c2cnc(Cl)c(Cl)c2)cc1	3	-7	-11	8	4	106	3	0.2	-7
75	Cc1oc(C(C)(C)C)cc1C(=O)Nc1ccc(N2CCOCC2)cc1	4	-10	1	3	2	95	-2	-1.3	-5
76	O=[N+]([O-])c1ccc(NC(=S)NCC(c2cccnc2)N2CCOCC2)cc1 (stereo unspecified)	1	-13	-6	-6	1	93	-2	-0.2	8
